Screening results (PubChem)
Polio RdRp inh: poliovirus RNA polymerase inhibition | 150,000 tested, 0.66% active | % elongation, % (compound at 16.7 µg/mL) | AID 588519 | poliovirus polymerase elongation, fluorescence polarization; active compounds read low | P03300; in the data active means % elongation below about 90%; further: some results filed as inactive read as strong as hits
Target sequence (P03300 1749-2209 limits assumed): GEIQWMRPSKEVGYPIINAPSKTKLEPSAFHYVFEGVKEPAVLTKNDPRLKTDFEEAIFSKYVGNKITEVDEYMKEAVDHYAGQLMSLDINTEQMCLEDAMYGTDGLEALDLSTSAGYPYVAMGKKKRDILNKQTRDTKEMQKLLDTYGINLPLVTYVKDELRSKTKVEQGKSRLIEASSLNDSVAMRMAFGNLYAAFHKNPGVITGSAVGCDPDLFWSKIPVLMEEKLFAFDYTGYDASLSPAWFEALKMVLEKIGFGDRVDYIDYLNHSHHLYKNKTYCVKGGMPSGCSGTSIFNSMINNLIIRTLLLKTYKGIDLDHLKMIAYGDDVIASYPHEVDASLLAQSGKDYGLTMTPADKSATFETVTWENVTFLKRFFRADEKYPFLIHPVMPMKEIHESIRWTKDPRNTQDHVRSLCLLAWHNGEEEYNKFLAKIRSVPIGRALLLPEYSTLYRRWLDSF
Polio RdRp inh FP z-score: further read-out of Polio RdRp inh, marked with its call; z-score; measured here: FP z-score; hits read low
An asterisk follows results filed as active. Some of the compounds tested; count on the stated rates, not on these rows.

Below each compound – Polio RdRp inh, Polio RdRp inh FP z-score
- COC(=O)C(C)n1cnc2scc(-c3ccc(OC)cc3)c2c1=O (centres undefined)
 : 109.0, 0.7
- Cc1ccc(Cl)cc1Nc1sc(C(=O)c2ccc(F)cc2)c(N)c1S(C)(=O)=O
 : 107.0, 0.1
- OC(c1ccccc1)(c1ccccc1)C(F)(F)F
 : 104.0, 0.5
- COC(=O)C1C(=O)C2=C(CC1C)NC(=O)CC2c1cccc(C)c1 (centres undefined)
 : 102.0, 0.2
- Cn1cc(S(=O)(=O)c2ccccc2)c(=O)c2cc(F)c(N3CCCC3)cc21
 : 105.0, -0.6
- Cc1nc(CC(=O)OCc2nnc(-c3c(-c4ccccc4)noc3C)o2)cs1
 : 109.0, 0.8
- O=C(CSc1nc2ccccc2o1)OCc1ccccc1
 : 98.0, -0.4
- COc1cccc(CNc2nc3ccccc3n2CCN2CCOCC2)c1OC
 : 110.0, 1
- Cc1ccc(CNS(=O)(=O)c2ccc(F)c(C(=O)Nc3ccc(C)c(F)c3)c2)cc1
 : 114.0, 1.3
- CN(C)C(=O)c1ccc(S(=O)(=O)NCc2ccccc2Cl)s1
 : 109.0, 0.5
- Cc1nc(SCC(=O)N2c3ccccc3CCc3ccccc32)n[nH]1
 : 103.0, 0.8
- C=CCOn1c(=O)c(-c2ccc(OC)c(OC)c2)[n+]([O-])c2ccccc21
 : 93.0, -3.1
- Cc1ccc(CN2COc3cc(C)c4c(oc(=O)c5ccccc54)c3C2)cc1
 : 101.0, -1.3
- CCOc1ccc2ccccc2c1CNc1nnnn1CC
 : 102.0, 1.2
- COc1cccc(NC(=O)CCc2nnc3n(Cc4ccccc4Cl)c(=O)c4ccccc4n23)c1
 : 105.0, 0.1
- Cc1ccc(N(C)C(=O)c2cnc(N3CCOCC3)c3ccccc23)cc1C
 : 111.0, 0.8
- CC1CCN(C(=O)c2cccc3c2-c2ccccc2C3=O)CC1
 : 99.0, -0.6
- COc1ccc(C2c3sc(=O)[nH]c3SCC2/C=N/NC(N)=S)cc1 (centres undefined)
 : 99.0, -0.3
- COc1ccccc1NC(=O)COc1ccc(Oc2ccccc2)cc1
 : 103.0, -0.1
- O=C(COC(=O)c1ccc2ccccc2n1)NC(c1ccccc1)c1ccccc1
 : 105.0, 1.5
- O=S(=O)(c1ccccc1)c1nnn2c1nc(Nc1ccccc1)c1sccc12
 : 105.0, 0.6
- CCc1cccc(NC(=S)N(CCC(C)C)C(C)c2cccs2)c1 (centres undefined)
 : 102.0, 0.3
- Cc1ccn2c(Nc3ccc(F)cc3)c(-c3ccccn3)nc2c1
 : 115.0, 2
- CN(C(=O)COC(=O)c1cc(S(=O)(=O)N2CCCCC2)ccc1N1CCOCC1)C1CCS(=O)(=O)C1 (centres undefined)
 : 103.0, -0.4
- CCc1ccc(Nc2cc(C(=O)NCc3cccs3)c3ccccc3n2)cc1
 : 102.0, 0.2
- CC(=O)NCc1ccc(C(=O)COC(=O)Cc2n[nH]c(=O)c3ccccc23)o1
 : 101.0, -0.4
- O=C(N=C1c2ccccc2CN1c1ccc(F)c(Cl)c1)c1ccco1
 : 102.0, 0.1
- COc1ccc(C(=O)c2cn(Cc3cccc(C)c3)c3cc4c(cc3c2=O)OCCO4)cc1OC
 : 107.0, 0
- CCOc1cc(C(=O)O)ccc1OCC(C)C
 : 102.0, 0.1
- O=C1CCCCCN1Sc1ccccc1
 : 102.0, 0.1
- Cc1nc2c(-c3ccccc3)c(C)nn2c(C)c1CC(=O)N1CCCC1
 : 100.0, -0.7
- O=S(=O)(c1ccccc1)N1CCCN(S(=O)(=O)c2ccccc2)CC1
 : 103.0, 0.3
- CC(C)(C)NC(=O)CN1CCCNCC1
 : 103.0, 0.2
- CCOC(=O)c1c(-c2ccccc2)n(S(C)(=O)=O)c2ccc(NS(C)(=O)=O)cc12
 : 106.0, 2.3
- Nc1nc(-c2cccs2)c(C(=O)C(F)(F)F)s1
 : 100.0, 0
- COC(=O)c1cnc(NN2C(=O)C=C(C)C2=O)nc1C(F)(F)F
 : 97.0, -0.9
- O=C(CCNc1n[nH]c(=O)[nH]c1=O)N1CCOCC1
 : 106.0, 0.3
- Nc1nc(N)c(S(=O)(=O)c2ccccc2)c(Nc2ccc(F)cc2)n1
 : 107.0, 0.6
- CCCCN(CCCNC(=O)c1cc(Nc2ccc(OC)cc2OC)nc2ccccc12)Cc1ccccc1
 : 109.0, 0.1
- CC(=O)N1CCC(N)=N1
 : 98.0, -0.2
- O=c1c2cc(Cl)ccc2nc2n1CCC2
 : 102.0, 0.1
- COC(=O)c1c(C)oc2ccc(OCc3ccc(Br)cc3)cc12
 : 104.0, 0.5
- Cn1nnc2c(NC3CC3)nc(Cc3ccc(Cl)cc3Cl)nc21
 : 102.0, 0.2
- C=CCn1c(=N)n(CC(=O)c2ccc(-c3ccccc3)cc2)c2ccccc21
 : 95.0, -1.3
- Cc1cc2c(cc1S(=O)(=O)N1CCC(C(N)=O)CC1)OCC(=O)N2
 : 106.0, -0.3
- COC(=O)c1ccc(Nc2nc3ccc(Cl)cc3n3cnnc23)cc1
 : 90.0, -4.2
- CC1CCCCN1C(=O)COc1ncnc2ccc(Br)cc12 (centres undefined)
 : 102.0, 0.1
- CC1=C(C(=O)N2CCCC2)C2(CCN(S(=O)(=O)c3cccs3)CC2)OC1=O
 : 100.0, -0.9
- Fc1ccccc1N1CCN(c2ncnc3onc(-c4cccc(Cl)c4)c23)CC1
 : 107.0, -0.1
- Cc1ccc(Nc2nc3ccccc3c3nnc(C)n23)cc1Cl
 : 101.0, -0.8
- Cc1nn(-c2ccc(N3CCCCC3)nn2)c(C)c1CCC(=O)NCc1ccc(F)cc1
 : 110.0, 0.9
- COc1ccc(-c2nc(CN3CCC(C(=O)NCc4ccc(C)cc4)CC3)c(C)o2)cc1OC
 : 111.0, 0.8
- COc1ccc(-c2nc3ncccn3c2Nc2ccccc2)cc1
 : 101.0, -0.5
- C=CCN1CC(c2nc3ccccc3n2CC(C)C)CC1=O (centres undefined)
 : 101.0, -1.6
- CC(C)c1nc2n(n1)C1(CCCCC1)[C@@H]1CCCC[C@@H]1N2
 : 109.0, 0.6
- Cc1cccc(C)c1NC(=O)Cn1cc(C(=O)C2CC2)c2ccccc21
 : 104.0, 0.1
- Cc1ccc(S(=O)(=O)N2C(=O)CCC2C(=O)O/N=C(\N)c2ccccn2)cc1 (centres undefined)
 : 102.0, 1
- C#CCN1C(=O)S/C(=C/c2cc(C)n(-c3cccc(I)c3)c2C)C1=O
 : 98.0, -0.6
- N#CCCN1CCCC2(CCCC2)C1
 : 105.0, 0
- O=C(Oc1ccc2ccc(=O)oc2c1)c1ccccc1
 : 103.0, 0.4

Ordered by molar mass (largest number first): 3 of the compounds above
Below each compound – Polio RdRp inh, Polio RdRp inh FP z-score
- O=S(=O)(c1ccccc1)N1CCCN(S(=O)(=O)c2ccccc2)CC1
 : 103.0, 0.3
- COC(=O)c1c(C)oc2ccc(OCc3ccc(Br)cc3)cc12
 : 104.0, 0.5
- CC(=O)N1CCC(N)=N1
 : 98.0, -0.2

Additional results
Below each compound – Polio RdRp inh, Polio RdRp inh FP z-score
- Cc1ccc(Cl)cc1NC(=O)Nc1cn(CC(C)C)c(=O)c2ccccc12
 : 69.0*, -4.9*
- CN(C)C=Nc1ccc(Oc2cncc(Cl)c2)nc1
 : 121.0, 2.5
- CCNc1ccc(P(=S)(N(C)C)N(C)C)cc1
 : 102.0, 0.1
- CCC(C)NC(=O)Cn1ncn2c(cc3sc(C)cc32)c1=O (centres undefined)
 : 103.0, -0.1
- Cc1c(N=Cc2cccnc2)c(=O)n(-c2ccccc2)n1C
 : 100.0, -0.6
- Nc1c(-c2nc(-c3cccs3)no2)nnn1-c1ccccc1Cl
 : 114.0, -0.1
- CCc1nc(NN)c2c(n1)-c1ccccc1CC21CCCCC1
 : 103.0, 0.8
- COC(=O)c1scc(-c2ccc(C)cc2)c1S(=O)(=O)Nc1ccc(F)cc1F
 : 105.0, -0.2
- Cc1ccc(S(=O)(=O)c2ccc(-n3ncc(C#N)c3N)cc2)cc1
 : 105.0, 0.2
- Cc1ccc(C(=O)Nc2ccc3c(c2)n(C)c(=O)c(=O)n3C)cc1
 : 107.0, 0.8
- N#Cc1c(NC(=S)NC(=O)c2ccco2)sc2c1CCCC2
 : 102.0, 0.7
- COc1ccc(C)cc1NC(=O)Cn1c(=O)ccc2cc(S(=O)(=O)N3CCC(C)CC3)ccc21
 : 109.0, 0.3
- CC(C)(C)C1CCNCC1
 : 101.0, 0
- Cc1ccc(CN2C(=O)C(O)(c3c(C)[nH]c4ccccc34)c3ccccc32)cc1 (centres undefined)
 : 101.0, -0.6
- O=C(Nc1ccccc1)Nc1ccc(C2SCCS2)cc1
 : 102.0, -0.6
- COc1ccc(C2(CNC(=O)C(=O)Nc3cccc(C(F)(F)F)c3)CCCC2)cc1OC
 : 103.0, -0.9
- COc1ccc(CCNC(=O)C2CCN(Cc3nc(-c4ccccc4F)oc3C)CC2)cc1OC
 : 104.0, 0.8
- O=C(COc1ccccc1)NCCn1ccc2ccccc21
 : 101.0, 0.1
- O=C(CCn1[nH]c(=O)ccc1=O)Nc1nc(SCc2ccc(Cl)cc2)n[nH]1
 : 106.0, 0.3
- O=S(=O)(NCCS(=O)(=O)N1CCN(c2ccccc2)CC1)c1ccc(Cl)cc1
 : 109.0, 0.5
- CCCN1CCN(CCCNC(=O)c2ccc3c(c2)sc2nc(-c4ccccc4)cn23)CC1
 : 106.0, 2.4
- CCn1nc(C(=O)OCC(=O)Nc2ccccc2)c2ccccc2c1=O
 : 104.0, 0.2
- Cc1ccccc1Nc1nc(N)nc(COC(=O)c2ccccc2)n1
 : 105.0, 0.6
- Cc1ccc(-c2nnc(Nc3ccc(S(N)(=O)=O)cc3)c3ccccc23)cc1S(=O)(=O)N1CCCCC1
 : 103.0, -0.3
- O=C(OCC(=O)N1CCC(c2ccccc2)=N1)c1cc(=O)[nH]c2ccccc12
 : 103.0, 0.2
- COc1ccc(F)cc1S(=O)(=O)Nc1cccc(-c2ccc(N3CCC(C)CC3)nn2)c1
 : 104.0, -0.5
- CCn1c(SC(C)C)nnc1-c1c[nH]c2ccccc12
 : 101.0, 0
- CCCCN(C)S(=O)(=O)c1cc(-c2nnc3c4ccccc4c(C)nn23)ccc1C
 : 101.0, -0.7
- Cc1ccccc1CNC(=O)Cn1ncn2nc(-c3cccs3)cc2c1=O
 : 111.0, 0.9
- COc1ccc(-c2nc3c4cnn(-c5ccccc5F)c4ncn3n2)cc1
 : 113.0, -0.2

(listing goes on)
smiles,Polio RdRp inh,Polio RdRp inh FP z-score
COc1ccccc1/C=C/C(=O)NC1CCCC1,101.0,0.3
Oc1cccc(C(Nc2ccccn2)c2ccc3cccnc3c2O)c1Cl (centres undefined),118.0,3.4
Cc1ccc(OCc2ccccc2C(=O)O)cc1C,103.0,0.3
CCCC(=O)Nc1ccc(-c2cn3ccccc3n2)cc1,102.0,0
O=C(NCCOCCn1c(=O)oc2ccccc21)Nc1ccc(F)cc1,108.0,0.5
CS(=O)(=O)Nc1ccccc1C(=O)OCc1cc(=O)n2nc(C3CCCCC3)sc2n1,108.0,0.5
CCOc1ccccc1NC(=O)NC(CC)c1c(-n2cccc2)sc2c1CCN(C)C2 (centres undefined),113.0,0.5
Cc1nn(-c2ccc(N3CCOCC3)nn2)c(C)c1CCC(=O)NCc1ccccc1,107.0,0.1
CC(C)OCCCNC(=O)CCCn1c(=O)[nH]c2ccsc2c1=O,103.0,-0.6
CCN1CCN(C(=S)NCC2CCCO2)CC1 (centres undefined),102.0,0.2
COC(=O)C1CN(CC(=O)Nc2cccnc2Cl)CCS1 (centres undefined),104.0,0.3
Cc1cccc(-c2nnc(-c3ccccc3)o2)c1,103.0,0.8
COc1ccc(-c2cc3nc(C)c(CCC(=O)Nc4ccc(F)cc4F)c(C)n3n2)c(OC)c1,115.0,2.4
O=C(Nc1ccc2c(c1)OCO2)c1cc(-c2cccc(Cl)c2)on1,104.0,0
COCc1c(Br)c(C)nc2sc3c(=O)n(-c4cccc(Br)c4)nnc3c12,104.0,-1.1
Cc1ccc(S(=O)(=O)NN2CCN(C)CC2)s1,101.0,-0.4
Cc1ccc2c(c1)CCCN2C(=O)NC1CCCCC1,105.0,1.2
CCOc1cc(CNC(=O)c2cc(-c3ccccc3)n[nH]2)cc(OCC)c1OCC,109.0,0.2
O=C(COC(=O)C1CCCC1)c1ccccc1Br,104.0,0.8
Cc1nn(CC(C)C)c2sc(C(=O)NC3CC(C)(C)NC(C)(C)C3)cc12,102.0,-0.1

Random excerpt: three records from the list, in no set order.
smiles,Polio RdRp inh,Polio RdRp inh FP z-score
O=C(Nc1ccccc1)Nc1ccc(C2SCCS2)cc1,102.0,-0.6
CC(=O)N1CCC(N)=N1,98.0,-0.2
COc1ccc(-c2nc(CN3CCC(C(=O)NCc4ccc(C)cc4)CC3)c(C)o2)cc1OC,111.0,0.8

(cont.)
smiles,Polio RdRp inh,Polio RdRp inh FP z-score
COc1ccc(N2CCN(Cc3nc(-c4ccc(C)cc4)no3)CC2)cc1,106.0,0.4
Brc1ccc(-c2csc(/N=C/N3CCCC3)n2)cc1,106.0,0.4
CC(=O)NN=C1CCC(c2ccccc2)CC1 (centres undefined),102.0,-0.2
COc1ccc(OCCSc2nc(N)cc(N)n2)cc1,97.0,-0.9
CCOc1ccc(CCNC(c2cccc(Cl)c2)c2nnc(-c3ccccc3)o2)cc1OCC (centres undefined),104.0,-0.3
Cc1oc(-c2cccs2)nc1CN1C(=O)CN=C(c2ccccc2)c2ccccc21,107.0,1.7

Quoted from the listing.
Reading for Cc1oc(-c2cccs2)nc1CN1C(=O)CN=C(c2ccccc2)c2ccccc21 under Polio RdRp inh: 107.0
Reading for COc1ccc(N2CCN(Cc3nc(-c4ccc(C)cc4)no3)CC2)cc1 under Polio RdRp inh FP z-score: 0.4
